TAG inh: inhibitors of triacylglycerol accumulation, primary screen, cell-based, uHTS, fluorescence, H9c2. actives 0.66% (n = 230,000). H9c2 cells, Nile Red lipid (TAG) fluorescence; cells loaded with 200 µM oleic acid. inhibition, % at 12.5 µM;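 active means pattern-corrected inhibition of lipid staining of at least 50% with the nuclear-stain viability signal not falling by more than 50%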;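 further: 0% = DMSO wells and 100% = triacsin C control wells; some results filed as inactive read as strong as hits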
TAG inh DAPI viability: recorded beside TAG inh, whose call it bears; DAPI nuclei signal change (viability), lower = more cytotoxic, %;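 whole-well DAPI fluorescence read on a plate reader as a viability signal; minus 50 percent equals half of cells still viable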
An asterisk follows results filed as active.

No.	Molecule	TAG inh	TAG inh DAPI viability
1	Cc1sc2ncnc(N3CCC(C(=O)N(CC(C)C)c4nc5ccccc5s4)CC3)c2c1C	16	-1
2	COc1ccccc1N1CCN(C(=O)c2c(-c3c(Cl)cccc3Cl)noc2C)CC1	-12	4
3	COc1ccccc1OCCCn1c(=O)oc2ccccc21	-11	-7
4	c1ccc(Cn2c(-c3ccccc3)c[n+]3c2SCCC3)cc1	-21	1
5	CCC(C)(C)NC(=O)c1sccc1Oc1ccc(F)cc1[N+](=O)[O-]	-6	0
6	O=S1(=O)CC=C(CSc2nc3ccccc3[nH]2)C1	6	-7
7	COc1ccc(S(=O)(=O)N2CCOC23CCN(S(=O)(=O)c2ccc(F)cc2C)CC3)cc1	18	-12
8	Cc1ccccc1CSc1nncn1N	3	4
9	CC(=O)c1ccc(OCCOc2ccc(C#N)cc2)cc1	2	-7
10	Cc1ccc(CNC(=O)NC2CCCCC2)cc1	0	-4
11	CCOc1cccc(C=NNc2ccc(S(=O)(=O)Nc3ccccc3C(=O)O)cc2[N+](=O)[O-])c1O	14	4
12	O=C(NCc1ccco1)/C(=C\c1cccs1)NC(=O)c1ccccc1	-10	6
13	Cc1onc(-c2ccccc2)c1C(=O)NCc1cccnc1	10	-1
14	CC(C)c1ccc(C(=O)NCCCc2ccccc2)cc1	13	-1
15	COc1ccc(CNC(=O)c2sc(=O)n(Cc3cc(C(C)=O)ccc3OC)c2C)cc1	-3	-3
16	CCS(=O)(=O)N1CCC2(CC1)OCCN2S(=O)(=O)c1ccccc1	6	-11
17	O=C(NC(=S)NCCN1CCOCC1)c1ccc(Cl)cc1Cl	-13	-9
18	O=C(NC1CCCC1)C(=O)c1c[nH]c2ccccc12	5	-1
19	CN1N=C(c2ccc(F)c(F)c2)CSC1=NCc1ccccc1	1	-2
20	CC(C)CC(NC(=O)OC(C)(C)C)c1cn([C@@H](Cc2ccc(O)cc2)C(=O)N2CCN(C(=O)OC(C)(C)C)CC2)nn1 (some centres not stated)	-12	-1
21	COc1ccc(-c2cn(Cc3ccc(C(=O)NCc4ccc(C)cc4)cc3)c(C(C)N)n2)cc1 (configuration not stated)	29	-8
22	O=C(c1ccc(S(=O)(=O)Nc2cccc(C(F)(F)F)c2)cc1)N1CCN(c2ccccc2O)CC1	-10	1
23	CCN(CC)CCCn1c2c(c(SCC(=O)Nc3cc(C)cc(C)c3)nc1=O)CCC2	22	-11
24	O=C(Nc1cc(-c2nc3ncccc3o2)ccc1Cl)c1ccco1	7	-4
25	COc1ccc(/C=N/NC(=O)c2nc(Cl)c(Cl)c(N)c2Cl)cc1COc1ccc(F)cc1F	-25	-1
26	COc1ccccc1CCC(=O)Nc1ccc2c(c1)c(=O)n(C)n2-c1cccs1	39	-41
27	CSc1ccc(/C=N/n2c(C)nnc2C)cc1	-3	-9
28	CCOc1ccccc1NC(=S)N1CCN(c2cccc(C)c2C)CC1	-18	6
29	Cc1ccc(CSc2nnc3ccc(-c4ccncc4)nn23)cc1	0	0
30	CCOC(=O)c1c(-c2ccc(C)o2)csc1N	-2	13
31	O=S(=O)(c1ccc(Cl)cc1Cl)n1ccc2cccnc21	-16	-4
32	O=S(=O)(O)c1cccc(N=Nc2c(O)ccc3ccccc23)c1	-3	6
33	Cc1ccc(CNC(=O)CN(c2ccc(Cl)cc2)S(C)(=O)=O)cc1	-1	-6
34	Cc1ccc(S(=O)(=O)Nc2ccc(O)c(S(=O)(=O)c3ccc(C)cc3)c2)cc1	-13	4
35	CCOc1ccc(CCNC(=O)COC(=O)c2ccccc2O)cc1OCC	30	-4
36	COc1ccc(C)cc1NC(=O)C(Sc1nnc(Nc2cc(C)ccc2OC)s1)c1ccccc1 (configuration not stated)	23	9
37	O=S(=O)(c1ccc(Cl)cc1)c1snnc1-c1ccccc1	12	-35
38	Cc1ccc(-c2nc(CS(=O)CC(=O)NCc3ccc(Cl)cc3)c(C)o2)cc1 (configuration not stated)	5	-14
39	Cc1nc(CNC(=O)c2cc(COc3c(F)cccc3F)on2)cs1	0	6
40	O=C(c1cccnc1)N1CCN(C(=O)c2cccs2)CC1	-23	-4
41	N/C(=N\OC(=O)CCCc1ccccc1)c1ccccc1	3	1
42	O=C(CN1C(=O)NC2(CCCC2)C1=O)Nc1cc(S(=O)(=O)N2CCCCC2)ccc1Cl	-13	-1
43	CC(C)(C)C(=O)Nc1ccc(C(=O)CN2C(=O)NC3(CCOc4ccccc43)C2=O)cc1 (configuration not stated)	16	-13
44	Cc1ccc(NC(=O)C2CCCN2S(=O)(=O)c2ccc3c(c2)n(C)c(=O)c(=O)n3C)cc1C (configuration not stated)	4	3
45	Cc1cnc(C(=O)OCC(=O)N(C(C)C)C(C)C)cn1	-9	-1
46	Cn1c(SCC(=O)c2cc3ccccc3o2)nnc1-c1ccccc1	3	5
47	O=C1C2CCCN2C(c2ccccc2F)N1c1ccc(F)cc1 (configuration not stated)	0	3
48	Cc1cccc(C(=O)NC2CCN(C(=O)N3CCOCC3)CC2)c1	-5	17
49	CCCCC[C@@H]1C=C(C(=O)O)[C@H](c2ccc(C)cc2)N1S(=O)(=O)c1ccc(C)cc1	7	-12
50	CCN(CC)c1ccc(CN2CCC(C(=O)NCc3ccc(C)cc3)CC2)cc1	15	16
51	Cc1ccc(-c2nn(-c3cccc(F)c3)cc2CNCc2cccnc2)o1	-15	13
52	CCc1ccn2cc(-c3cc(-c4ccccc4)no3)nc2c1	10	7
53	CC(=O)N1CCN(CC(=O)Nc2ccccc2C(=O)Nc2ccccc2)CC1	-39	-1
54	CC(=O)c1cccc(NC(=O)CSc2nnc(-c3cccnc3)o2)c1	-12	6
55	CC1(C)CC(=O)C=C(C(=O)N2CCCC(C(=O)c3cc(F)ccc3F)C2)O1 (configuration not stated)	-1	-1
56	COc1ccc(-c2nc(S(=O)(=O)c3ccccc3)c(NCCCN3CCOCC3)o2)cc1	-50	1
57	CC(Cc1ccccc1)C(=O)Nc1ccccc1 (configuration not stated)	-4	-8
58	CCOC(=O)C1CCCN(C(=O)c2cccc(S(=O)(=O)N3CCOCC3)c2)C1 (configuration not stated)	-2	-7
59	COc1ccc(C(=O)NC(CCSC)C(=O)NCc2nnc3ccccn23)cc1 (configuration not stated)	1	-4
60	O=C(O)[C@]1(S(=O)(=O)c2ccccc2)C[C@@H]2ON=C(c3cccc(Br)c3)[C@@H]2C1	-14	3

From entry 41 as far as 44, copied from above:
No.	Molecule	TAG inh	TAG inh DAPI viability
41	N/C(=N\OC(=O)CCCc1ccccc1)c1ccccc1	3	1
42	O=C(CN1C(=O)NC2(CCCC2)C1=O)Nc1cc(S(=O)(=O)N2CCCCC2)ccc1Cl	-13	-1
43	CC(C)(C)C(=O)Nc1ccc(C(=O)CN2C(=O)NC3(CCOc4ccccc43)C2=O)cc1 (configuration not stated)	16	-13
44	Cc1ccc(NC(=O)C2CCCN2S(=O)(=O)c2ccc3c(c2)n(C)c(=O)c(=O)n3C)cc1C (configuration not stated)	4	3

Other results.
No.	Molecule	TAG inh	TAG inh DAPI viability
61	COc1ccc(NC(=S)N2CCc3ccccc32)cc1OC	27	-1
62	CC(=O)Nc1ccc(NC(=O)C(C)OC(=O)CCCOc2ccc(Cl)cc2C)cc1 (configuration not stated)	-10	-2
63	Cn1c(=O)c2c(nc(NCc3ccccc3)n2CC(=O)NCc2ccccc2)n(C)c1=O	12	0
64	COc1cc(C2NC(=O)NC(C)=C2C(C)=O)cc(OC)c1OC (configuration not stated)	-4	7
65	O=C(Nc1cc(Cl)ccc1-n1cncn1)c1cn2ccccc2n1	10	-5
66	C=CCNc1nc(Nc2ccc(OC)c(OC)c2)c2sc(-c3ccccc3)cc2n1	70*	-22*
67	NC(=O)CC(NC(=O)Cc1ccc(Br)cc1)c1ccc(NCC2CC2)c([N+](=O)[O-])c1 (configuration not stated)	13	-11
68	OC(c1cc(F)cc(Cl)c1)c1ncc(-c2ccccc2C(F)(F)F)[nH]1 (configuration not stated)	-11	3
69	CC(C)Oc1ccc(/C(O)=C2/C(=O)C(=O)N(CCN3CCOCC3)C2c2ccccc2)cc1 (configuration not stated)	0	-7
70	CCn1c(CN2CCN(c3cccc(C)c3C)CC2)n[nH]c1=S	-5	-3
71	Cc1nc2sc(C(=O)Nc3ccccc3)c(N)c2c(C)c1[N+](=O)[O-]	33	-8
72	O=C(CSc1nc(=O)n2ccccc2n1)OCc1ccccc1	1	0
73	CC1CCN(c2c(NCC3CCC(C(=O)NCCc4ccccc4)CC3)c(=O)c2=O)CC1 (configuration not stated)	-1	6
74	O=C(Nc1ccc2sc3ccccc3c(=O)c2c1)c1ccccc1Cl	-17	8
75	Cc1ccc2nc(NC(=O)c3ccccc3F)sc2c1	2	2
76	CCc1ccc(NC(=O)Nc2ccc3c(c2)CCC3)cc1	-28	4
77	O=c1c2sccc2nc(SCc2cc(=O)n3cc(Br)ccc3n2)n1Cc1ccccn1	-5	-2
78	O=C1NC(Cc2c[nH]c3ccccc23)C(=O)N1c1ccc(F)cc1 (configuration not stated)	-14	1
79	COc1nc(C)nc2c1sc(=S)n2C	-36	7
80	CN(C)c1ccc(NC(=O)c2cnsn2)cc1	5	-4

Continued; it opens with the 6 that closed the last part.
No.	Molecule	TAG inh	TAG inh DAPI viability
75	Cc1ccc2nc(NC(=O)c3ccccc3F)sc2c1	2	2
76	CCc1ccc(NC(=O)Nc2ccc3c(c2)CCC3)cc1	-28	4
77	O=c1c2sccc2nc(SCc2cc(=O)n3cc(Br)ccc3n2)n1Cc1ccccn1	-5	-2
78	O=C1NC(Cc2c[nH]c3ccccc23)C(=O)N1c1ccc(F)cc1 (configuration not stated)	-14	1
79	COc1nc(C)nc2c1sc(=S)n2C	-36	7
80	CN(C)c1ccc(NC(=O)c2cnsn2)cc1	5	-4
81	COc1cccc(C(=O)OCC(=O)Nc2ccccc2N2CCOCC2)c1	1	-12
82	COc1ccc(OC)c(NC(=O)C2(C)CCN2Cc2ccccc2OC(F)F)c1 (configuration not stated)	-20	4
83	COC(=O)C1=C(C)NC(=O)/C1=C/c1ccc(CNS(=O)(=O)c2ccc(C)cc2)o1	-5	3
84	COc1cccc(-c2nc(CCl)cs2)c1	1	-6
85	COc1cc(SC)ccc1C(=O)N(Cc1ccccc1)c1ccccc1	-20	-5
86	N#CCSc1nnc(-c2ccccc2)c(-c2ccccc2)n1	1	6
87	Cc1ccc(S(=O)(=O)NCCS(=O)(=O)N2CCN(c3ccc(F)cc3)CC2)cc1	2	-6
88	CC(=NCc1ccccc1)c1ccc(O)cc1O	12	-3
89	Cc1ccsc1C(=O)OCC(=O)N(C)c1c(N)n(Cc2ccccc2)c(=O)[nH]c1=O	-5	-1
90	COc1ccc(CCNc2ncnc3sccc23)cc1OC	-26	13
91	Cn1c(=O)c(C(=O)CN2CCN(Cc3ccc4c(c3)OCO4)CC2)c(N)n(Cc2ccccc2)c1=O	-27	16
92	CCOC(=O)Cn1nc(C)c(NC(=O)COc2cccc(Cl)c2)c1C	-22	8
93	CCNc1nc(NC(C)C)nc(N(C#N)CCOc2ccccc2)n1	-1	-4
94	COC(=O)c1[nH]c(C)c(/C(O)=C2\C(=O)C(=O)N(CCCN3CCOCC3)C2c2ccccn2)c1C (configuration not stated)	14	-6
95	CN(Cc1cccc(F)c1)CC(O)COCc1ccccc1Cl (configuration not stated)	-7	6
96	COc1ccc(N2CCC(CNC(=S)Nc3c(C)cccc3C)C2)cc1 (configuration not stated)	23	-3
97	O=C(CSc1n[nH]c(=O)n1-c1cccnc1)N1CCOCC1	23	-13
98	Cc1cccc(CN2CCN(Cc3cnn(-c4ccccc4F)c3)CC2CCO)n1 (configuration not stated)	-6	1
99	CN(Cc1ccccc1)C(=O)C1CCN(S(=O)(=O)c2cc([N+](=O)[O-])ccc2Cl)CC1	11	-28
100	O=C(Nc1ccc2c(c1)OCO2)c1csc([C@@H]2O[C@H](CO)[C@H](O)[C@H](O)[C@H]2O)n1	7	-4
101	Cc1ccc(CC(=O)N2CCN(c3ccccn3)CC2)cc1	-12	0
102	Cc1occc1C(=O)N/N=C/C1=C(N2CCOCC2)C(=C/c2ccc(Cl)cc2Cl)/CC1	3	31
103	COc1ccc(CNC(=O)c2cc(S(=O)(=O)N3CCCC3)cn2C)cc1	2	5
104	COc1ccc(CNC(=O)Nc2nc(C(N)Cc3ccc(C(F)(F)F)cc3)cs2)cc1 (configuration not stated)	61*	-41*
105	C/C(=N\NC(=S)Nc1cccc(C)c1)c1ccccc1	1	-9
106	O=C(Cc1ccc(-n2cccc2)cc1)N1CCc2ccccc21	-16	-5

Source: PubChem BioAssay (Sanford-Burnham Center for Chemical Genomics)

This is a subset; the hit share may differ from the screen's.
